Bioassay records: PubChem BioAssay, several laboratories
MEP2 TOR yeast: alters MEP2-GFP fluorescence in TOR pathway yeast screen; S. cerevisiae MEP2-GFP strain, flow cytometry GFP, 3 h; 100% = DMSO control level; GFP response vs DMSO, % at 10 µM; actives 0.51% (n = 330,000);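 active = GFP response versus DMSO above a set limit, roughly screen mean plus 3 SD, cut at about 180% in these data; inconclusive = fewer than 70 cells counted for a yeast strain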;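 note: median GFP fluorescence of the barcode-gated MEP2-GFP cells per well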
LAP4 TOR yeast: modulators of TOR pathway LAP4-GFP in S. cerevisiae; S. cerevisiae LAP4-GFP multiplex, flow cytometry GFP, 3 h; median GFP as percent of DMSO wells; GFP response vs DMSO, % at 10 µM; actives 0.34% (n = 320,000); AID 2023;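 active = GFP response vs DMSO above a set limit, about the screen mean plus 3 SD, cut at about 150% in these data; inconclusive = under 70 cell events counted for the yeast strain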
GRK2 inh: blocks RNA aptamer binding to human GRK2 | P25098 | bead flow cytometry, FAM-aptamer displacement from GRK2 | inhibition of aptamer binding, % at 10 µM | actives 0.59% (n = 330,000) | AID 488847;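 active = inhibition of aptamer binding above 40%, roughly 3 SD of noise, on plates passing a quality check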;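 note: median bead fluorescence of bound FAM aptamer so fluorescent compounds give negative values; no value below 0 was filed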
Target sequence (P25098 whole entry, looked up): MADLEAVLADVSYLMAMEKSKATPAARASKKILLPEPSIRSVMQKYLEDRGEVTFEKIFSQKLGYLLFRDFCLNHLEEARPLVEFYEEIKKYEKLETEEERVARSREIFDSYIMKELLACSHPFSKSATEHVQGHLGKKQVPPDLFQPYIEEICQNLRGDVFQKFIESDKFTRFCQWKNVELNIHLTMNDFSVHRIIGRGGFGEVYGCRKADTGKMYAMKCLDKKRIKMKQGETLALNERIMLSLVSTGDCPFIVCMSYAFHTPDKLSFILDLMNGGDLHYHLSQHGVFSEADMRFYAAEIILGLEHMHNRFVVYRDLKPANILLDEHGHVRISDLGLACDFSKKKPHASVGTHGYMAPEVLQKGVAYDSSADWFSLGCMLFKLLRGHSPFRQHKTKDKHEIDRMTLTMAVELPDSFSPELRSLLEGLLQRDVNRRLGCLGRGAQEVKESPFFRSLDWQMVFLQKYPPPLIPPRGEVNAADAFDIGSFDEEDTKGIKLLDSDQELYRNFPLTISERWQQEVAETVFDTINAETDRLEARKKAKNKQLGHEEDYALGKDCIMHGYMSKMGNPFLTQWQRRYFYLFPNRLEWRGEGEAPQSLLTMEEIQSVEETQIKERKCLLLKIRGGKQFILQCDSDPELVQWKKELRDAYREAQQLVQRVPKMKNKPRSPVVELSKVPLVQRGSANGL
RPL19A TOR yeast: alters RPL19A-GFP fluorescence in TOR pathway yeast screen; S. cerevisiae RPL19A-GFP strain, flow cytometry, 3 h; stronger effect = lower value; percent response vs DMSO, % at 10 µM; actives 0.3% (n = 330,000);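 active = percent response vs DMSO below 50%; inconclusive = fewer than 70 events counted for the yeast strain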;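 note: median channel GFP fluorescence of the barcoded RPL19A-GFP strain; ratio of sample median GFP to plate DMSO average so 100% = DMSO; lower means less RPL19A-GFP as with rapamycin TOR inhibition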
GASC-1 inh: inhibitors of human GASC-1 (JMJD2C) demethylase. Q9H3R0. actives 0.069% (n = 330,000). GST-JMJD2C(1-420) H3K9me3 demethylation, DELFIA europium. AID 2099. inhibition, % at 2.35 µM;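 active = more than half of a compound's replicate wells show inhibition beyond 50%, single wells judged on their own value; inconclusive = some, but no more than half, of replicates pass 50% inhibition; inactive = no replicate passes 50% inhibition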;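 note: signal counts dimethyl H3K9 product captured on neutravidin plate; 0% = median of DMSO wells and 100% = 0.3 times that DMSO median; strong numbers were not always called active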
Target sequence (Q9H3R0 1-420 limits assumed): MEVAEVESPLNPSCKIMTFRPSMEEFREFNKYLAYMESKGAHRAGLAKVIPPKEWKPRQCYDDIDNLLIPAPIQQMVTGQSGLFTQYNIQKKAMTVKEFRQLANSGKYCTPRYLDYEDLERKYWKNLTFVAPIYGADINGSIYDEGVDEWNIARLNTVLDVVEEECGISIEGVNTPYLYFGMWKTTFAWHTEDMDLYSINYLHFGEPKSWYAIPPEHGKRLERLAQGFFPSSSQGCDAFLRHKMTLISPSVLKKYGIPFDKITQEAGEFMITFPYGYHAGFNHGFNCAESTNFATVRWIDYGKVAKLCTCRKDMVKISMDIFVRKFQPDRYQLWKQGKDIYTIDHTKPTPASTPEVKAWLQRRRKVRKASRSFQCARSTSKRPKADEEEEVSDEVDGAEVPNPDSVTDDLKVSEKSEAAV
VLA-4 inh: inhibition in a human VLA-4 binding assay; P13612; VLA-4 expressing cells, ligand binding flow cytometry; inhibition, % (about 7 µM as worked out from the volumes in the protocol); actives 0.2% (n = 330,000); in the data active = inhibition above about 50%
CIT2 TOR yeast: modulators of TOR pathway CIT2-GFP in S. cerevisiae; GFP response vs DMSO, % at 10 µM; actives 0.065% (n = 320,000); S. cerevisiae CIT2-GFP strain, flow cytometry, 3 h; 100 means same as DMSO wells;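 active = GFP response relative to DMSO above a set limit, near the screen mean plus 3 SD, cut at about 150% in these data; inconclusive = Fewer than 70 cells measured for a yeast strain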;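 note: ratio of well median GFP fluorescence to mean of DMSO wells on the plate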
AGP1 TOR yeast: yeast TOR pathway AGP1-GFP modulation; GFP response vs DMSO, % at 10 µM; S. cerevisiae AGP1-GFP multiplex flow cytometry, 3 h; GFP as percent of DMSO wells; actives 0.02% (n = 320,000);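 active = GFP response relative to DMSO above a set limit, near screen average plus 3 SD, cut at about 150% in these data; inconclusive = fewer than 70 cells counted for the yeast strain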;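 note: median GFP channel fluorescence of the gated AGP1 strain per well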
Numbers without * were called inactive; i = inactive; ? = inconclusive; . = not tested or not shown; & = joins results of further samples; [ ] = another dose, or the depositor's remark.

SMILES	MEP2 TOR yeast	LAP4 TOR yeast	GRK2 inh	RPL19A TOR yeast	GASC-1 inh	VLA-4 inh	CIT2 TOR yeast	AGP1 TOR yeast
COC(=O)C(O)(c1ccc(N(C)C(=O)COc2ccccc2)cc1)C(F)(F)F (configuration not stated)	97	97	0	96	35	4	98	101
CC(C)C12CN3CCN(CC(C3)C1O)C2 (configuration not stated)	96	97	0	97	-3	-2	104	103
N#Cc1ccc(OCC(=O)N2CCN(Cc3ccc4c(c3)OCO4)CC2)cc1	103	94	2	103	3	-12	100	94
CC1CCCCN1Cc1cccnc1 (configuration not stated)	99	99	1	100	43	-7	89	98
C=CC1CN2CCC1CC2C(OC(C)=O)c1ccnc2ccc(OC)cc12 (configuration not stated)	96	104	0	94	8	24	94	103
Fc1ccc2c(c1)nnn2C1CCN(Cc2nnnn2CCc2ccccc2)CC1	96	99	0	104	-1	14	97	107
COc1ccccc1N(CC(=O)NC1CCCC1)C(=O)c1cnn(C(C)C)c1	96	97	0	100	.	18	98	98
COC(=O)[C@]1(C)C[C@H]1[C@H](NP(=O)(c1ccccc1)c1ccccc1)c1ccccc1	103	97	0	103	-2	3	103	104
O=C1NC(=O)N(c2ccc3c(c2)OCO3)C(=O)/C1=C/c1cccs1	88	115	44*	95	-1	25	84	95
CCc1cc2c(s1)NC(=O)CN=C2c1cccs1	103	100	9	102	-230	-3	93	103
COc1ccc2[nH]cc(CCN)c2c1	102	99	0	94	.	15	91	99
COc1cc2c(c(OC)c1OC)-c1ccc(C(=O)O)cc1[C@@H](NC(C)=O)CC2	97	112	3	109	3	28	106	97
COc1cccc(C2=NOC(C(=O)N3CCC4(CC3)OCCO4)C2)c1 (configuration not stated)	98	102	0	98	-1	4	101	97
COc1ccc(S(=O)(=O)N2CC3CC(C2)c2cccc(=O)n2C3)cc1 (configuration not stated)	105	103	0	99	-3	-1	105	109
CC1CCCCC1NC1CCN(C)CC1 (configuration not stated)	107	100	0	104	-11	11	99	98
CN1C(=O)C(=Cc2cn(CC(=O)N3CCCC3)c3ccccc23)C(=O)N(C)C1=O	102	102	1	99	-21	-5	105	104
COc1ccc(Cn2c(O)c(/C=N/NC(=O)c3ccccc3)c(=O)[nH]c2=O)cc1	102	89	0	102	6	2	105	102
CC(C)CCn1c(N)c(C(=O)OCC2CCCO2)c2nc3ccccc3nc21 (configuration not stated)	113	105	1	63	8	14	117	31
Cc1ccc(S(=O)(=O)N(c2cc(Cl)c(O)c(Cl)c2)P(=O)(OC(C)C)OC(C)C)cc1	94	90	1	95	-15	14	98	98
CCOC(=O)C(O)(c1ccc(NC(=O)c2ccc(Cl)c(Cl)c2)cc1)C(F)(F)F (configuration not stated)	100	114	2	97	-4	3	95	103
CC1CCN(CC#CCOc2ccc(Cl)cc2)CC1	103	92	0	94	-22	2	97	91
CC1CCC(C(C)C)C(OC(=O)COC(=O)c2ccccc2N)C1 (configuration not stated)	111	92	0	98	2	9	90	96
NC(N)=Nc1ccc2[nH]c3c(c2c1)C[C@@]1(O)[C@H]2Cc4ccc(O)c5c4[C@@]1(CCN2CC1CC1)[C@H]3O5	99	140	0	101	.	48	72	81
CCN1CCN(Cc2cc(Br)cc(Br)c2O)CC1	103	97	1	102	0	2	105	103
C[C@H](O)[C@H]1CC[C@H]2[C@@H]3CCC4=CC(=O)CC[C@]4(C)[C@H]3CC[C@]12C	94	117	2	103	-11	4	72	93
Cc1nc2ccccc2c(=O)n1-c1cccnc1	104	99	0	99	4	9	102	105
CCNC(=S)NCCC1=c2ccccc2=N/C1=C\c1c(O)n(C)c(=O)n(C)c1=O	93	95	0	99	-24	-3	94	102
CC(Cc1ccccc1)NCCC(=O)NC(C)Cc1ccccc1 (configuration not stated)	101	94	0	104	-4	-4	104	103
COCCNC(=O)c1c(NC(=O)c2ccco2)n(Cc2ccccc2)c2nc3ccccc3nc12	101	94	10	99	-13	-1	96	99
O=C(c1cccc(C(F)(F)F)c1)C1CCCN(Cc2ccccc2O)C1 (configuration not stated)	93	99	0	96	4	0	98	97
O=Cc1cn(Cc2ccccc2F)c2ccccc12	97	101	37	93	7	5	83	93
CCCNC(=O)N1C2CCC1CC(O)(c1cccnc1)C2 (configuration not stated)	105	100	0	105	17	2	98	104
Clc1cc(Cl)cc(NC2=NCCS2)c1	99	106	2	97	-1	10	102	99
CCc1cc(=O)oc2c(C)c(OCC(=O)N3C[C@H]4C[C@@H](C3)c3cccc(=O)n3C4)ccc12	104	102	5	95	.	32	91	96
CCOC(=O)C(O)(c1cn(C)c2ccccc12)C(F)(F)F (configuration not stated)	107	103	2	105	8	16	118	110
Cn1c(=O)cc(SCC(=O)N2CCC3(CC2)OCCO3)c2ccc(Cl)cc21	99	101	4	100	-3	-10	101	101
COc1cc2[nH]c(=O)n(-c3cccc(Cl)c3)c(=O)c2cc1OC	101	98	2	101	-4	1	101	102
NCCNc1ccc([N+](=O)[O-])c2cccnc12	104	114	0	96	9	3	101	110
Cn1c(O)c(C=NCCCNC2CCCCC2)c(=O)n(C)c1=O	101	100	1	99	9	2	103	99
C#CC[N+]1(C)C2CCC1CC(O)C2 (configuration not stated)	114	85	3	104	-14	-6	104	89
CC(C)CN1CCN(Cc2c(F)cccc2Cl)CC1CCO (configuration not stated)	103	97	0	102	-6	7	94	105
CN1CCN(Cc2ccc(OC(F)(F)F)cc2)CC1	95	89	0	94	-7	1	88	87
CNC(=O)N(C)c1nnc(C(C)(C)C)s1	100	107	3	96	7	0	99	100
CCCCCCNc1nc(OC)nc(N2CC3CC(C2)c2cccc(=O)n2C3)n1 (configuration not stated)	97	99	0	94	-2	3	90	95
COc1cc([C@@H]2c3cc4c(cc3[C@@H](OC)[C@H]3COC(=O)[C@H]23)OCO4)cc(OC)c1O	105	96	0	101	-6	0	97	106
CN(C)c1nc(OCCNC(=O)COc2ccc(Cl)cc2Cl)nc(N2CCCCC2)n1	108	104	0	97	-45&-5	1	102	103
COC1=C(OC)[C@]23CCc4ccc(OC)c(OC)c4[C@]2(CCN3C)CC1=O	117	105	1	99	2	6	102	96
COc1ccc(CNCCc2ccc(Cl)cc2)c(OC)c1OC	99	96	0	100	-2	10	104	100
CCCCn1c(NS(=O)(=O)c2ccc(C)cc2)c(C(=O)OCC)c2nc3ccccc3nc21	104	92	6	108	2	4	109	102
Cc1nc2ccccc2c(=O)n1-c1cccc([N+](=O)[O-])c1	109	94	0	105	1	10	109	105

Further records
SMILES	MEP2 TOR yeast	LAP4 TOR yeast	GRK2 inh	RPL19A TOR yeast	GASC-1 inh	VLA-4 inh	CIT2 TOR yeast	AGP1 TOR yeast
COC(=O)c1c(C)[nH]c(C(=O)C(C)[N+]23CCN(CC2)CC3)c1C (configuration not stated)	90	92	0	94	-5	9	96	88
Cc1cccnc1NC1=NCC(C)S1 (configuration not stated)	99	97	0	98	8	-11	99	100
O=C1NC(=O)C2(Cc3ccccc3N3CCCC32)C(=O)N1c1ccc(Cl)cc1 (configuration not stated)	98	106	1	96	-10	-4	90	98
O=C1CC(=O)N(c2ccc(Cl)cc2Cl)C(=O)N1	100	109	1	102	-10	-5	98	100
COC(=O)Cn1cc(/C=C2\C(=O)NC(=O)N(c3ccccc3)C2=O)c2ccccc21	108	87	0	106	22	11	95	142
COCCN(C(=O)COC(=O)Cc1ccccc1)c1c(N)n(Cc2ccccc2)c(=O)[nH]c1=O	99	103	1	101	-1	6	106	106
COc1ccc(CCNCc2sccc2C)cc1	101	87	0	97	-18	2	94	90
CO[C@H]1CC=C2CCN3CCC4=C(CC(=O)OC4)[C@]23C1	101	105	4	104	.	37	80	90
Cc1ccc(OCC(=O)N2CCCC(N3CCN(c4ccc(F)cc4)CC3)C2)cc1 (configuration not stated)	111	116	0	101	-5	2	109	102
O=C(Cc1ccccc1)Oc1ccc([N+](=O)[O-])cc1	115	103	2	107	1	9	106	113
Cn1c(=O)cc(OCC(=O)N2CCN(Cc3ccc4c(c3)OCO4)CC2)c2ccccc21	100	80	6	98	-8	14	105	92
Nc1ccc2c(c1)oc1ccccc12	94	94	3	92	5	2	92	90
CC1C(OC(=O)CCC(=O)NC(C)(C)CO)O[C@H]2OC3(C)CC[C@H]4[C@H](C)CCC1C24OO3 (some centres not stated)	113	98	2	105	1	2	105	99
CCC(=NC1CCN(Cc2ccccc2)CC1)c1c(O)[nH]c(=O)[nH]c1=O	108	100	0	105	-15	20	94	107
Cc1ccccc1CN1CCN(c2ccc(Cl)cc2)CC1	100	89	0	106	0	3	102	102
O=C1NC(=O)N(c2ccccc2)C(=O)/C1=C\c1ccccc1[N+](=O)[O-]	91	102	0	92	18	-3	96	103
CN(C)CC1CSCCC1(O)c1ccc(Cl)cc1 (configuration not stated)	205*[may fluoresce violet]	91[may fluoresce violet]	0	45*[may fluoresce violet]	-3	-14	?	?
CCCCCSc1cc(OC)c(CCN(C)C)cc1OC	95	92	0	93	-6	-2	96	100
CCCOP(=O)(OCCC)C(NC(=O)c1ccccc1)=C(Cl)Cl	109	92	4	109	-7	-5	107	104
CCCCCn1c(=O)c(C(=O)Nc2ccccc2C)c(O)c2ccccc21	103	85	0	104	-8	-4	99	94

Laid out differently: results already given
Each structure is followed by: MEP2 TOR yeast	LAP4 TOR yeast	GRK2 inh	RPL19A TOR yeast	GASC-1 inh	VLA-4 inh	CIT2 TOR yeast	AGP1 TOR yeast
- CN(C)CC1CSCCC1(O)c1ccc(Cl)cc1 (configuration not stated)
 : 205*[may fluoresce violet]	91[may fluoresce violet]	0	45*[may fluoresce violet]	-3	-14	?	?
- CCCCCSc1cc(OC)c(CCN(C)C)cc1OC
 : 95	92	0	93	-6	-2	96	100

(listing goes on)
SMILES	MEP2 TOR yeast	LAP4 TOR yeast	GRK2 inh	RPL19A TOR yeast	GASC-1 inh	VLA-4 inh	CIT2 TOR yeast	AGP1 TOR yeast
CNC(=S)N1CCN(CCN=Cc2c(O)n(-c3ccc(C)cc3)c(=S)[nH]c2=O)CC1	102	114	0	100	i	-74	112	115
C[N+]1(C)[C@@H]2CC[C@H]1CC(OC(=O)C(CO)c1ccccc1)C2 (some centres not stated)	106	109	0	102	3&3	7	107	96
O=C(c1ccc(Cl)cc1)C1CCCN(Cc2ccc3c(c2)OCCO3)C1 (configuration not stated)	98	98	1	99	7	-5	103	101
CN(C(=O)c1ccco1)C1(c2ccccc2Cl)CCCCC1=O (configuration not stated)	108	102	4	93	9	-1	107	96
CC12CN3CC(C)(CN(C1)C3c1ccco1)C2=O (configuration not stated)	97	93	1	98	2	5	89	105
Cc1ccc(-c2nc3ccc(Cl)cc3n2OC(=O)N(C)C)cc1	105	101	0	89	10	-5	102	97
Nc1ccc2cc(Br)ccc2c1	102	105	2	99	4	3	104	104
O=c1c2ccccc2nc(-c2ccco2)n1-c1ccc(Br)cc1	100	110	0	105	5	3	99	108
Cc1ccc(S(=O)(=O)N2CCCCC2)cc1NC(=O)CN1CC=C(c2ccccc2)CC1	107	94	1	101	12	7	104	106
CN1CCN(C(=O)COc2ccc(S(=O)(=O)N(C)Cc3ccccc3)cc2)CC1	99	93	54*	95	15	1	95	95
C/C(=N\N(C)c1ccccc1)c1c(O)[nH]c(=O)[nH]c1=O	102	106	3	97	-8	26	97	103
COC(=O)C1=C(c2ccc(OCc3ccccc3)cc2)C[C@@H]2CC[C@H]1N2C(=O)NCCCc1ccccc1	93	100	2	95	.	17	99	97
CN(C)/C=C1/C(=O)NC(=O)N(CCNc2ncc(C(F)(F)F)cc2Cl)C1=O	99	99	3	103	4	-4	105	111

An excerpt, so the mix of outcomes need not match the whole.
